Compound activity: PubChem, Sanford-Burnham Center for Chemical Genomics
CCR6 antagonist: CCR6 (human) receptor antagonism; P51684; CHO-K1 CCR6 PathHunter beta-arrestin, luminescence, CCL20-stimulated; inhibition, % at 20 µM; hit rate 0.49% among 340,000;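 active = compounds whose inhibition of the agonist-driven luminescence signal at 20 µM reaches about 50%, limit read from the data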;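 also: cells stimulated with CCL20 at 14 nM final; plate controls were DMSO with CCL20 for no effect and DMSO without agonist for full effect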
Target sequence (P51684 whole entry, looked up): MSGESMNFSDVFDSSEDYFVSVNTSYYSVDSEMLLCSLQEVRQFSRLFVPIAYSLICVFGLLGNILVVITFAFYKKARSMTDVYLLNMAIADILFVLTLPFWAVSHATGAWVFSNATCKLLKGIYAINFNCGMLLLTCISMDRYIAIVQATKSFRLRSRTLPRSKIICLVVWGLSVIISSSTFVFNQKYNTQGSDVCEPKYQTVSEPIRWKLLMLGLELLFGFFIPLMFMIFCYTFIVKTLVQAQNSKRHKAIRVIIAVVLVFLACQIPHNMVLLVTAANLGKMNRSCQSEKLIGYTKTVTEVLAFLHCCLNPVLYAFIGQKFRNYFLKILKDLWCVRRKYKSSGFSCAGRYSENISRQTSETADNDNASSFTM
Gli-Sufu block: Gli-Sufu pathway antagonism | AID 588413 | Sufu-KO-LIGHT fibroblasts, Gli luciferase reporter luminescence | hit rate 0.74% among 340,000 | inhibition, % at 5 µM;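 active = inhibition above about 55%, limit read from the data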;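 also: 0% = DMSO-treated cells and 100% = wells with medium but no cells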
EBI2 antag: antagonists of human EBI2 receptor | hit rate 0.81% among 360,000 | inhibition, % at 5 µM | EBI2 beta-arrestin recruitment, luminescence, 7a,25-OHC stimulated | AID 651636; in the data active = inhibition above about 38%;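 also: enzyme fragment complementation signal reports receptor beta-arrestin coupling in cells; 0% = agonist plus DMSO wells and 100% = wells without agonist; some results beyond the cut were filed as inactive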
Target sequence (P32249 whole entry, looked up, the tested form may be a part): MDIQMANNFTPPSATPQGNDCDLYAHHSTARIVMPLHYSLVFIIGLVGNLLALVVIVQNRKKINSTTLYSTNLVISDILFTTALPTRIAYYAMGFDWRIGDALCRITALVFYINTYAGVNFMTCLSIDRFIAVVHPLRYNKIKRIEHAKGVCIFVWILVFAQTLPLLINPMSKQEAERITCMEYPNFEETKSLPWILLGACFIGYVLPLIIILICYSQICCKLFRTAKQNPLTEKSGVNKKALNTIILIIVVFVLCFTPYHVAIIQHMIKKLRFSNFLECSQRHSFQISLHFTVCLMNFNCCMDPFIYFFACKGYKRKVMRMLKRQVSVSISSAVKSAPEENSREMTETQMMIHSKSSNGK
An asterisk follows results filed as active. Only part of the results is shown; count on the stated rates, not on these rows.

SMILES	CCR6 antagonist	Gli-Sufu block	EBI2 antag
O=C(CN1CCN(C(C(=O)Nc2cc(C(F)(F)F)ccc2Cl)c2ccccc2)CC1)NC1CC1 (stereo unspecified)	15	4	9
CCN(C(=O)CSc1nc2cc(C(=O)O)ccc2c(=O)n1-c1ccccc1F)C1CCS(=O)(=O)C1 (stereo unspecified)	8	6	3
CC(C)(C)OC(=O)N(CCc1ccccc1)Cc1cccc(OCc2cccc(NC(=O)/C=C/c3ccccc3)c2)c1	10	-39	15
Nc1ccccc1Nc1cc(-c2ccccc2)[nH]n1	-3	13	3
Cn1c(=O)[nH]c(=O)c2[nH]c(CO)nc21	10	18	-13
O=C1c2cccc3cccc(c23)C(=O)N1CC1CCN(S(=O)(=O)c2ccccc2)CC1	5	1	-2
COc1cc(/C=C/C(=O)c2ccc(NS(=O)(=O)c3ccc(C)cc3)cc2)cc(OC)c1O	27	10	27
O=[N+]([O-])c1ccc(COc2ccc(CN3CCOCC3)cc2)cc1	-3	-83	-7
COC(=O)C(CC(=O)CNC(=O)c1ccccc1)NC(=O)c1ccccc1 (stereo unspecified)	10	-3	-11
Cc1ccc(C)c(SCC(=O)OC/C(O)=C(\C#N)c2nc3ccccc3[nH]2)c1	18	6	-5
CCC(C)NC(=O)CSc1nc2cc3c(cc2c(=O)n1Cc1ccco1)OCO3 (stereo unspecified)	4	8	1
COc1ccccc1/C=C1\CCCC2=C1Nc1nnnn1C2c1ccccc1OC (stereo unspecified)	29	7	19
CCOC(=O)N1CCN(C(=O)CSCC(=O)N=c2sc3cc(OC)ccc3n2C)CC1	4	1	0
OC(CC(O)c1ccccc1)c1ccccc1 (stereo unspecified)	0	2	-5
O=C1OC(c2ccc(O)cc2)(c2ccccc2O)c2ccccc21 (stereo unspecified)	35	-26	3
CN1C[C@H]2CON(C)[C@H]2C[C@H]1c1cccc(N2CCOCC2)c1	4	-38	-6
O=c1ccc(-c2ccccc2)nn1Cc1ccc(Cl)cc1	19	-30	-2
O=C(OCc1ccccc1)N1CCC2CC1c1cc(-c3ccc4c(c3)OCO4)ccc12 (stereo unspecified)	22	-7	2
CC(=O)Nc1ccc(SC(Sc2ccc(NC(C)=O)cc2)c2ccccc2)cc1	13	-2	7
O=C(OCC(=O)N1CCOCC1)C(c1ccccc1)c1ccccc1	2	15	-16
O=C1COc2cc(O)ccc21	1	6	2
N#C/C(=C/C1=C(N2CCOCC2)C(=C/c2cccc([N+](=O)[O-])c2)/CC1)C(=O)Nc1ccccc1F	40	9	11
COc1ccc(C(=C(CC(=O)O)C(=O)OC(C)(C)C)c2cc(OC)c(OC)c(OC)c2)cc1OC	8	12	-11
Cc1sc2ncnc(N3CCC(C(=O)N4CC(C)SC4=Nc4ccc(Cl)cc4)CC3)c2c1C (stereo unspecified)	17	0	24

A second format for some results above:
| Structure | CCR6 antagonist | Gli-Sufu block | EBI2 antag |
| --- | --- | --- | --- |
| CC(C)(C)OC(=O)N(CCc1ccccc1)Cc1cccc(OCc2cccc(NC(=O)/C=C/c3ccccc3)c2)c1 | 10 | -39 | 15 |
| Nc1ccccc1Nc1cc(-c2ccccc2)[nH]n1 | -3 | 13 | 3 |
| Cn1c(=O)[nH]c(=O)c2[nH]c(CO)nc21 | 10 | 18 | -13 |

Additional structures
SMILES	CCR6 antagonist	Gli-Sufu block	EBI2 antag
CC(CCC(=O)O)C1CCC2C3CC(O)C4CC(O)CC[C@]4(C)C3CCC12C (stereo partly specified)	-4	3	-7
CCc1ccccc1NC(=O)CN(C)C(=O)Cn1ncc(Cl)c(Cl)c1=O	-4	10	1
O=C(/C=C/c1ccc(Cl)cc1)Nc1nccs1	22	-172	11
C(=N\NC1=Nc2cccc3cccc1c23)/c1ccccn1	8	70*	9
CCCCCn1c(CN(C)Cc2ccccc2)nc2c1c(=O)n(C)c(=O)n2C	14	19	2
Cn1c(=O)c2c(nc(SCCN3CCOCC3)n2Cc2ccc(Cl)cc2)n(C)c1=O	9	13	-1
CC(=O)N1CCC(=NNS(=O)(=O)c2cccc([N+](=O)[O-])c2)CC1	-3	14	-4
N#CC1(Nc2cccc(Cl)c2)CCCC1	9	-5	-1
CCn1c([N+](=O)[O-])nc2c1c(=O)[nH]c(=O)n2C	-31	0	-17
COc1ccccc1CNS(=O)(=O)CCNCCc1ccccc1	6	-7	6
COc1ccc2c(c1)oc(=O)c1c3ccccc3[nH]c21	3	1	-2
Cc1cc2c(cc1C)N[C@]1(C[C@H]3CCCC(=O)N4CC[C@@H](C1)[C@@H]34)C(=NC(C)(C)CC(C)(C)C)N2	-12	7	-3
O=C(NCc1ccccc1)N(Cc1cc2cc3c(cc2[nH]c1=O)OCCO3)CC1CCCO1 (stereo unspecified)	6	0	-4
Nc1cc(=O)[nH]c(=O)n1CCCc1ccccc1	10	-8	-5
COc1ccc2ccccc2c1/C=N/NC(=O)c1sc(N)c(C#N)c1C	-9	9	4
CCOC(=O)c1c(-c2ccc(-c3ccccc3)cc2)csc1NC(=O)CCN1CCOCC1	15	15	16
Cc1nc([N+](=O)[O-])c(Br)n1Cc1ccc(Cl)c(Cl)c1	8	6	50*
Cc1ccccc1-c1cccc([C@@H]2C[C@H]3[C@H](CON3C)CN2C(=O)CCc2ccccc2)c1	9	3	29
O=C(Nc1ccccc1C(F)(F)F)NC1(C(=O)N2CCOCC2)CCCCC1	16	-4	7
O=C(OCn1nnc2ccccc2c1=O)c1ccc2ccccc2n1	7	-15	0
CN(C(=O)c1cccc(NC(=O)Cc2cccc(NC(=O)C3CCN(C(=O)C4CCCCC4)CC3)c2)c1)C1CC1	6	-7	-4
Cn1cc(C(=O)CCl)c2ccccc21	-4	1	-1
CCOC(=O)c1ccc(S(=O)(=O)N2CCN(C(=O)c3cccc(S(=O)(=O)N4CC(C)OC(C)C4)c3)CC2)cc1 (stereo unspecified)	2	1	-5
CC(=O)Nc1c(Cl)cc2c(c1Cl)Cc1cc(C#N)ccc1-2	-11	5	-11

Reformatted bar-delimited: 25 of the compounds above
SMILES | CCR6 antagonist | Gli-Sufu block | EBI2 antag
Cc1sc2ncnc(N3CCC(C(=O)N4CC(C)SC4=Nc4ccc(Cl)cc4)CC3)c2c1C (stereo unspecified) | 17 | 0 | 24
CC(CCC(=O)O)C1CCC2C3CC(O)C4CC(O)CC[C@]4(C)C3CCC12C (stereo partly specified) | -4 | 3 | -7
CCc1ccccc1NC(=O)CN(C)C(=O)Cn1ncc(Cl)c(Cl)c1=O | -4 | 10 | 1
O=C(/C=C/c1ccc(Cl)cc1)Nc1nccs1 | 22 | -172 | 11
C(=N\NC1=Nc2cccc3cccc1c23)/c1ccccn1 | 8 | 70* | 9
CCCCCn1c(CN(C)Cc2ccccc2)nc2c1c(=O)n(C)c(=O)n2C | 14 | 19 | 2
Cn1c(=O)c2c(nc(SCCN3CCOCC3)n2Cc2ccc(Cl)cc2)n(C)c1=O | 9 | 13 | -1
CC(=O)N1CCC(=NNS(=O)(=O)c2cccc([N+](=O)[O-])c2)CC1 | -3 | 14 | -4
N#CC1(Nc2cccc(Cl)c2)CCCC1 | 9 | -5 | -1
CCn1c([N+](=O)[O-])nc2c1c(=O)[nH]c(=O)n2C | -31 | 0 | -17
COc1ccccc1CNS(=O)(=O)CCNCCc1ccccc1 | 6 | -7 | 6
COc1ccc2c(c1)oc(=O)c1c3ccccc3[nH]c21 | 3 | 1 | -2
Cc1cc2c(cc1C)N[C@]1(C[C@H]3CCCC(=O)N4CC[C@@H](C1)[C@@H]34)C(=NC(C)(C)CC(C)(C)C)N2 | -12 | 7 | -3
O=C(NCc1ccccc1)N(Cc1cc2cc3c(cc2[nH]c1=O)OCCO3)CC1CCCO1 (stereo unspecified) | 6 | 0 | -4
Nc1cc(=O)[nH]c(=O)n1CCCc1ccccc1 | 10 | -8 | -5
COc1ccc2ccccc2c1/C=N/NC(=O)c1sc(N)c(C#N)c1C | -9 | 9 | 4
CCOC(=O)c1c(-c2ccc(-c3ccccc3)cc2)csc1NC(=O)CCN1CCOCC1 | 15 | 15 | 16
Cc1nc([N+](=O)[O-])c(Br)n1Cc1ccc(Cl)c(Cl)c1 | 8 | 6 | 50*
Cc1ccccc1-c1cccc([C@@H]2C[C@H]3[C@H](CON3C)CN2C(=O)CCc2ccccc2)c1 | 9 | 3 | 29
O=C(Nc1ccccc1C(F)(F)F)NC1(C(=O)N2CCOCC2)CCCCC1 | 16 | -4 | 7
O=C(OCn1nnc2ccccc2c1=O)c1ccc2ccccc2n1 | 7 | -15 | 0
CN(C(=O)c1cccc(NC(=O)Cc2cccc(NC(=O)C3CCN(C(=O)C4CCCCC4)CC3)c2)c1)C1CC1 | 6 | -7 | -4
Cn1cc(C(=O)CCl)c2ccccc21 | -4 | 1 | -1
CCOC(=O)c1ccc(S(=O)(=O)N2CCN(C(=O)c3cccc(S(=O)(=O)N4CC(C)OC(C)C4)c3)CC2)cc1 (stereo unspecified) | 2 | 1 | -5
CC(=O)Nc1c(Cl)cc2c(c1Cl)Cc1cc(C#N)ccc1-2 | -11 | 5 | -11

Following part
SMILES	CCR6 antagonist	Gli-Sufu block	EBI2 antag
CC(=O)N(C)c1ccc(N=Nc2ccc3ncccc3c2)cc1	18	-91	5
CCOC(=O)c1c(NC(=O)N/N=C/c2ccccc2OCC)sc(C(C)=O)c1C	29	7	-5
C(=NN=C1c2ccccc2-c2ccccc21)c1c[nH]c2ccccc12	17	-30	18
CC1CN(Cc2cnc(Cl)s2)CC(C)O1 (stereo unspecified)	10	-3	-4
CC(=O)OCCCNc1cc(Sc2ccc(Cl)cc2)c2nonc2c1[N+](=O)[O-]	104*	-13	68*
NC(=O)C1CC(=O)N(c2ccc(OCC(=O)N3CCCC3)cc2)C1 (stereo unspecified)	21	1	-12
CCNc1nc2c(cnn2C)c(=O)[nH]1	-4	6	-2
Cc1cc(C)n2cc(CSc3nnc(-c4ccccc4)c(-c4ccccc4)n3)nc2n1	15	1	1
COc1ccc(C2C=C(c3ccc(C)c(C)c3)Nc3ncnn32)c(OC)c1OC (stereo unspecified)	-2	-10	-2
Cn1cnnc1SCc1ccc(C(=O)N/N=C(\CCC(=O)O)c2ccc(C(C)(C)C)cc2)cc1	8	-9	-1
O=C(C=Cc1ccccc1)c1cc(Br)ccc1O	29	-10	20
O=C(Cc1cccc(NC(=O)C2CCCN(C(=O)C3CCCCC3)C2)c1)Nc1cccc(C(=O)N2CCCCC2)c1 (stereo unspecified)	-5	2	2
Cc1ccc(C)c(S(=O)(=O)N(C)c2ccc(OC(=O)CN3C(=O)NC4(CCCC4)C3=O)cc2)c1	1	-3	-6
CC(=NNC(=S)N1CCCCCC1)c1ccccn1	21	64*	0
COc1cc(/C=N/Nc2nc(C)nc3c2cnn3-c2ccccc2)ccc1O	-2	5	56*
CSCCC(NC(=O)c1ccccc1Br)C(=O)N1CCN(C/C=C/c2ccccc2)CC1 (stereo unspecified)	7	5	9
O=C(COC(=O)c1ccc(-c2ccccc2)cc1)Nc1ccccc1-c1ccccc1	18	0	5
CCN(CC(=O)Nc1ccccc1OC)C(=O)CSCC(=O)Nc1cccc(C)c1	3	-13	-1
Brc1cc2c(cc1C1OCCCO1)OCO2	3	1	-2
Nc1nc(=O)n(C2CCCO2)cc1Br (stereo unspecified)	-9	8	-3
O=C(CN1CCCCCC1)N/N=C/c1ccc2ccccc2c1	7	6	18
Cc1[nH]c(=S)[nH]c(=O)c1Cc1c(O)ccc2ccccc12	-1	10	-1
CCCN(CC(=O)Nc1ccccc1C)C(=O)COC(=O)c1cnc(C)cn1	2	-5	-3
COc1ccc(-c2ccc(OC)c(OC)c2OC)c(OC)c1OC	11	-3	-1
CC(C)C[C@H]1CNC(=S)N1CC1CCCN1C[C@H](Cc1ccccc1)N1C[C@H](Cc2ccc(O)cc2)N(CC2CCCCCC2)C1=S (stereo partly specified)	12	-3	34
COc1ccc(-c2nnc(SCC(=O)Nc3sc4c(c3C#N)CCC4)n2CC2CCCO2)cc1 (stereo unspecified)	-8	3	6
OC1(c2ccccc2)CC(c2ccccc2)c2ccccc2O1 (stereo unspecified)	21	-2	4
CCN(CC)c1ccc(/C=N/NC(=O)Cc2cccs2)c(O)c1	9	10	6
O=C1CCC(c2ccc3ccccc3c2)O1 (stereo unspecified)	7	-8	-4
COc1ccc(OCc2cn(CC(=O)c3ccc(O)cc3)nn2)cc1	13	-6	16
CCCCn1cnc2c(Sc3c([N+](=O)[O-])ncn3C)nc(N)nc21	-4	-5	-25
C#CCn1c(=NC(=O)c2sc3ccccc3c2Cl)sc2cc(S(N)(=O)=O)ccc21	13	16	3
O=[N+]([O-])c1cccc(C=NNC(=S)NC23CC4CC(CC(C4)C2)C3)c1	21	-13	42
